HCV inhibitor – inhibitors of hepatitis C virus infection | Huh7.5.1 HCVcc-Cre infection, luciferase reporter, 44 h | Potency, µM (series often up to 41.8 µM), for the others: at the highest dose activity change, negative = inhibition, actives largely listed as inhibitors | 340,000 compounds, 3.4% hits
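After 44 h co-culture of compound, cells and HCVcc-Cre (~0.5 moi), substrate is added for 15 min at room temperature and luciferase measured over 15 sec. Cells were seeded at 1,000/well and pre-cultured 4 h.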
Tb PYK inh – blocks Trypanosoma brucei pyruvate kinase. Potency, µM (titrated, usually from 76.8 µM), for the others: at the highest dose activity, negative = inhibition, usual class: inhibitors. TbPYK enzyme, Kinase-Glo Plus ATP luminescence, 45 min. AID 624173. 410,000 compounds, 0.12% hits; also: nearly all actives have a fitted effect of over 50% in size
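TbPYK + substrate in 50 mM TEA pH 7.2, 100 mM KCl, 10 mM MgCl2, 0.05% BSA, 0.01% Tween-20; cpd pinned; ADP 130 uM final; 45 min RT; Kinase-Glo Plus 10 min; luminescence endpoint.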
Numbers without * were called inactive; ? = inconclusive; & = joins results of further samples; [ ] = another dose, or the depositor's remark. Calls follow the shape of the dose curve; as a rule, active = well fitted curve in the direction sought with a large enough effect; inconclusive = small, poorly fitted or top-dose-only effect, or another doubt; inactive = no such curve, though single readings can be large; an effect the other way counts as inactive or inconclusive. % is scaled to controls: 0 for no effect and ±100 for the full control effect; potency is read from the fitted curve at half-maximal effect. This is a subset, so the mix of outcomes need not match the whole.

Order of results: HCV inhibitor	Tb PYK inh
NC(=O)c1ccsc1NC(=O)COC(=O)[C@@H]1CCCN1C(=O)c1cccs1
  -1%	-2%
COc1ccc(S(=O)(=O)N(C)C[C@@H]2Oc3c(NS(C)(=O)=O)cccc3C(=O)N([C@@H](C)CO)C[C@H]2C)cc1
  9%	-2%
O=C(CN1CCCCC1)N/N=C/c1cccc(C(F)(F)F)c1
  -5%	3%
Nc1ccc2c(c1)C(=O)c1ccccc1-2
  ?	-3%
COC(=O)C1=C(c2cccc(OC)c2OC)C[C@@H]2CC[C@H]1N2C(=O)NCC1CC1
  9%	-4%
COC(=O)c1ccc[n+](CCc2c[nH]c3ccccc23)c1
  1%	-1%
Cc1ccc(Cl)cc1NC(=O)CN1C(=O)NC(C)(C2CC2)C1=O (stereo unspecified)
  1%	0%
CSc1nc(O)c(C(c2ccccc2Cl)c2c(O)nc(SC)[nH]c2=O)c(=O)[nH]1
  4%	-14%
COc1ccc(CCN2CC(C(=O)OCC(=O)NCc3ccccc3Cl)CC2=O)cc1OC (stereo unspecified)
  -8%	-4%
N#CCSc1ccccc1NC(=O)CN1C(=O)C(=O)N(Cc2ccccc2)C1=O
  -13%	-11%

Order of results: HCV inhibitor	Tb PYK inh
O=C(COC(=O)c1cc[n+]([O-])cc1)Nc1cccc(F)c1
  7%	-4%
CN(C)c1ccc(C=NNc2nc3c([nH]2)c(=O)n(C)c(=O)n3C)cc1
  5%	2%
COC(=O)[C@]1(Cc2ccccc2)N[C@H](CN(C)C(=O)Nc2ccc(C)cc2)[C@@H]2C(=O)N(C)C(=O)[C@@H]21
  -6%	-5%
COc1cccc(C=NNC(=O)C2CC2)c1
  10%	-10%
O=C1c2ccccc2S(=O)(=O)c2cc(C(=O)N3CCC(C(=O)N4CCCCC4)CC3)ccc21
  1%	-17%
Cc1ccc(CNC(=O)c2ccc(N3CCC4(CC3)CC(c3cccc(Br)c3)=NO4)c(NC(=O)c3ccc(Cl)c([N+](=O)[O-])c3)c2)cc1
  1%	2%
Cc1noc(C)c1S(=O)(=O)Nc1ccc2c(c1)C(=O)N([C@H](C)CO)C[C@H](C)[C@@H](CN(C)C(=O)NC(C)C)O2
  ?	-2%
O=c1c2ccccc2c(=O)n(-c2ccccc2)n1-c1ccccc1
  -8%	-5%
CC(C1=C(CCN(C)C)Cc2ccccc21)c1ccccn1 (stereo unspecified)
  14%	-6%
CO[C@@H]1C=CC23c4cc5c(cc4CO[C@]2(O)CN(C)[C@H]3C1)OCO5 (stereo partly specified)
  34%[activator][8.37 µM]	-5%

Order of results: HCV inhibitor	Tb PYK inh
O=C1NCC(=O)N2CCC[C@@H]12
  26%	-5%
CC(OC(=O)C1CC1)C(=O)Nc1cc(Cl)cc(Cl)c1 (stereo unspecified)
  13%	-6%
CCOC(=O)CC1(C)NC(C(=O)O)C(C)(C)S1 (stereo unspecified)
  38%[activator]	-15%
O=C(Cn1cc(COc2cc(F)cc(F)c2)nn1)c1ccc(O)cc1
  -2%	1%
CC(=O)OCC1OC(n2c3c(cc(C#N)c2=S)CCCC3)C(OC(C)=O)C(OC(C)=O)C1OC(C)=O (stereo unspecified)
  30%[activator]	0%
Oc1ccc2ccc(Cl)cc2c1
  -25%	4%
CC(=O)Nc1ccc(NC(=O)CSc2nnc(N)n2-c2ccccc2)cc1
  6%	-15%
Cc1ncc(COCc2ccccc2)c(CO)c1OCc1ccccc1
  -19%	-8%
COC(=O)[C@@]1(Cc2ccccc2)[C@H]2C(=O)N(C)C(=O)[C@H]2[C@H]2CN(C)C(=NCc3ccccc3)N21
  42%[activator]	-3%
Cc1ccc2nc(-c3ccc(NC(=S)NCCC(C)C)cc3)sc2c1
  -9%	-8%

Order of results: HCV inhibitor	Tb PYK inh
CC(C)(C)c1ccc(C(=O)NCCN2CCOCC2)cc1
  11%	-4%
CCC/C(C#CCCN1C(=O)c2ccccc2C1=O)=C1/c2ccccc2C(=O)N1c1ccccc1
  -13%	1%
COC(=O)C1=C(C)N(Cc2ccccc2)C(=NCC(C)C)N[C@H]1c1cccc(C(F)(F)F)c1
  ?	-16%
COc1cc(C)ccc1Oc1ccc([N+](=O)[O-])cc1
  4%	-3%
CN(C)C(=O)CCc1ccc2c3c([nH]c2c1)[C@]1(C)[C@@H](C(=O)N2CCOCC2)C[C@H](CC(=O)NCC24CC5CC(CC(C5)C2)C4)C(=O)N1CC3
  -11%[8.37 µM]	-1%
O=C(ON=C1CCSCC1)c1ccccc1
  -10%	-23%
CC(C)C(NC(=O)c1ccccc1F)C(=O)NCCCn1ccnc1 (stereo unspecified)
  -2%	0%
CCOC(=O)c1c(C)oc2cc(Sc3ccccc3)c(O)c(O)c12
  ?	-20%
O=C(NC(=S)NCc1ccco1)c1ccccc1[N+](=O)[O-]
  16%	0%
Cc1ccc(Cn2c(C(C)Nc3nc(-c4ccc(Cl)c([N+](=O)[O-])c4)cs3)nc3cc(C(F)(F)F)ccc32)cc1 (stereo unspecified)
  -11%[8.37 µM]	1%

Structural class, those above with a furan ring, fused or not.
Order of results: HCV inhibitor	Tb PYK inh
CCOC(=O)c1c(C)oc2cc(Sc3ccccc3)c(O)c(O)c12
  ?	-20%
O=C(NC(=S)NCc1ccco1)c1ccccc1[N+](=O)[O-]
  16%	0%

Other structures follow:
Order of results: HCV inhibitor	Tb PYK inh
C[C@@H]1COC(=O)[C@@H](Cc2ccc(F)cc2)C/C=C\C[C@@H](CC(=O)N[C@H](CO)Cc2ccccc2)C(=O)N1
  6%	-5%
CC(=O)c1cccc(NC(=O)CSc2nc3ccccc3c(=O)n2CCCN2CCOCC2)c1
  -3%	0%
CN(CC(=O)Nc1cccc(F)c1)CC(=O)Nc1cccc2ccccc12
  ?	1%
O=C1NC(=O)C(c2ccc(Cl)cc2Cl)N1 (stereo unspecified)
  -17%	-4%
COC(=O)c1sc(S(=O)(=O)N2CCN(c3ccccc3F)CC2)c(C(=O)OC)c1C
  -4%	-4%
COc1ccc(C(CNC(=O)c2cccc(S(=O)(=O)Nc3ccc(F)cc3)c2)N2CCOCC2)cc1 (stereo unspecified)
  -26%	-3%
CC(C)CC(=O)C(=O)O
  2%&26%	3%&-9%
O=C(COC(=O)c1ccccc1O)NCc1ccc2c(c1)OCO2
  1%	2%
CC1(C(=O)OCC(=O)NCc2ccc(Cl)cc2)CC1(Cl)Cl (stereo unspecified)
  19%	-7%
CCC[C@@H]1CCCO[C@@](C(=O)NCc2ccccn2)(C(F)(F)F)C1
  -2%	-7%

Order of results: HCV inhibitor	Tb PYK inh
O=C(O)C1(Nc2ccccc2)CCCC1
  19%	-2%
C#CCOCCOCCOCCNc1nc(N2CCN(C(=O)C([C@@H](C)O)n3cc([C@@H](N)CCCCN)nn3)CC2)nc(N2CCN(C(=O)[C@H](CCCCN)n3cc([C@@H](N)CC(N)=O)nn3)CC2)n1 (stereo partly specified)
  -2%	2%
CN1N=C(N)c2cn(C3OC(COP(=O)(O)O)C(O)C3O)c3ncnc1c23 (stereo unspecified)
  ?	-27%
O=C(CSc1ccc(Br)cc1)NCC1(N2CCCCC2)CCCCC1
  -25%	1%
CN(Cc1ccc(Cl)cc1Cl)C(=O)c1cccc(S(=O)(=O)NCc2ccccc2)c1
  -25%	4%
O=C(CN(CC(=O)N1CCOCC1)S(=O)(=O)c1ccc(Br)s1)N1CCOCC1
  -1%	-1%
CC(NCC(=O)NC(=O)NCCC1=CCCCC1)c1ccc(S(N)(=O)=O)cc1 (stereo unspecified)
  10%	1%
COc1ccc(C(=O)COC(=O)[C@H](C)NS(=O)(=O)c2ccc(NC(C)=O)cc2)cc1OC
  10%	-1%
Cc1ccc([C@H]2C(C(=O)O)=CC[C@@H](c3ccc(C)cc3)N2S(=O)(=O)c2ccc(C)cc2)cc1
  ?	-4%
COC1=CC(=O)c2c(ccc3ncnc(N)c23)C1=O
  ?	-1%

Order of results: HCV inhibitor	Tb PYK inh
O=C(C[C@H]1C[C@H](C(=O)N2CCCCC2)[C@@]2(CCc3ccccc3)c3[nH]c4ccc(Cl)cc4c3CCN2C1=O)NCCc1ccccn1
  0%	1%
CC1(NC(=O)Nc2cccc(Br)c2)CCS(=O)(=O)C1 (stereo unspecified)
  2%	-6%
CSCCC(NC(=O)c1ccc(Cl)cc1Cl)C(=O)NCC(c1cccs1)N(C)C (stereo unspecified)
  -7%	-7%
C[C@]12N[C@H](Cc3ccccc31)c1ccccc12
  25%&26%	6%&1%&0%
COc1ccc(CC(=O)N[C@@H]2c3ccccc3CC[C@@H]2OCc2ccccc2)cc1
  1%	-7%
C=CCC[C@@H](Cc1ccc(F)cc1)C(=O)OC[C@H](C)NC(=O)[C@@H](CC=C)CC(=O)N[C@@H](CO)Cc1ccccc1
  -21%	4%
O=C(OCCOc1ccc(Cl)cc1)c1cc(S(=O)(=O)N2CCCCC2)ccc1N1CCOCC1
  3.5µM*	3%
CC1=NC(C)(C)CC2CCC(O)C12 (stereo unspecified)
  17%	-4%
C[N+]1(C)CCCC(OC(=O)C(O)(c2ccccc2)c2ccccc2)C1 (stereo unspecified)
  20%	-14%
O=C1c2cc([N+](=O)[O-])ccc2-c2cc(Cl)c(NC(=O)C(F)(F)F)cc21
  ?	2%

Order of results: HCV inhibitor	Tb PYK inh
O=C(Cc1ccc([N+](=O)[O-])cc1)c1ccccc1
  1%	-6%
COc1ccc(N(C=O)C(C(=O)Nc2c(C)cccc2C)c2ccccc2)cc1 (stereo unspecified)
  -4%	3%
CC[C@]12c3[nH]c4ccc(Cl)cc4c3CCN1C(=O)[C@@H](CC(=O)NCc1cccc(C(F)(F)F)c1)C[C@@H]2C(=O)N1CCN(C(=O)c2ccco2)CC1
  32µM*	4%
COc1ccc(C2=NOC(C)(c3nnc(-c4ccc(Cl)cc4)o3)C2)cc1 (stereo unspecified)
  -10%	3%
CCCCN1C2=NC(c3ccccc3)CN2c2ccccc21 (stereo unspecified)
  -27%	-17%
CSc1ncccc1C(=O)OCC(=O)NC(C)CCc1ccccc1 (stereo unspecified)
  -14%	3%
CC(=O)Nc1ccc(C(=O)NCCCSc2ccccc2)cc1
  14%	6%
Cc1cn(-c2cccnc2)c(C)c1CNC[C@H]1O[C@@H](n2cnc3c(N)ncnc32)[C@H](O)[C@@H]1O
  -8%	2%
Cc1ccc(S(=O)(=O)N2C[C@@H]3[C@H]4CC[C@H](C4)[C@@H]3[C@@H](C)C2CC(=O)c2ccccc2)cc1 (stereo partly specified)
  18%	-8%
Cc1cc(C(=O)OCC(=O)N2CCC(C)CC2)c2ccccc2n1
  -11%	3%
CN(N=O)c1ccc(CC2CCc3ccccc32)cc1 (stereo unspecified)
  2%	-13%
O=c1oc(CCO)cc2ccccc12
  9%	-5%
COc1ccccc1C1=NOC(C)(c2sc(-c3ccccc3)nc2C)C1 (stereo unspecified)
  14%	-2%

Grouped by structure: the compounds so far containing fluorine
Order of results: HCV inhibitor	Tb PYK inh
O=C(CN1CCCCC1)N/N=C/c1cccc(C(F)(F)F)c1
  -5%	3%
O=C(COC(=O)c1cc[n+]([O-])cc1)Nc1cccc(F)c1
  7%	-4%
O=C(Cn1cc(COc2cc(F)cc(F)c2)nn1)c1ccc(O)cc1
  -2%	1%
COC(=O)C1=C(C)N(Cc2ccccc2)C(=NCC(C)C)N[C@H]1c1cccc(C(F)(F)F)c1
  ?	-16%
CC(C)C(NC(=O)c1ccccc1F)C(=O)NCCCn1ccnc1 (stereo unspecified)
  -2%	0%
Cc1ccc(Cn2c(C(C)Nc3nc(-c4ccc(Cl)c([N+](=O)[O-])c4)cs3)nc3cc(C(F)(F)F)ccc32)cc1 (stereo unspecified)
  -11%[8.37 µM]	1%
C[C@@H]1COC(=O)[C@@H](Cc2ccc(F)cc2)C/C=C\C[C@@H](CC(=O)N[C@H](CO)Cc2ccccc2)C(=O)N1
  6%	-5%
CN(CC(=O)Nc1cccc(F)c1)CC(=O)Nc1cccc2ccccc12
  ?	1%
COC(=O)c1sc(S(=O)(=O)N2CCN(c3ccccc3F)CC2)c(C(=O)OC)c1C
  -4%	-4%
COc1ccc(C(CNC(=O)c2cccc(S(=O)(=O)Nc3ccc(F)cc3)c2)N2CCOCC2)cc1 (stereo unspecified)
  -26%	-3%
CCC[C@@H]1CCCO[C@@](C(=O)NCc2ccccn2)(C(F)(F)F)C1
  -2%	-7%
C=CCC[C@@H](Cc1ccc(F)cc1)C(=O)OC[C@H](C)NC(=O)[C@@H](CC=C)CC(=O)N[C@@H](CO)Cc1ccccc1
  -21%	4%
O=C1c2cc([N+](=O)[O-])ccc2-c2cc(Cl)c(NC(=O)C(F)(F)F)cc21
  ?	2%
CC[C@]12c3[nH]c4ccc(Cl)cc4c3CCN1C(=O)[C@@H](CC(=O)NCc1cccc(C(F)(F)F)c1)C[C@@H]2C(=O)N1CCN(C(=O)c2ccco2)CC1
  32µM*	4%

Screens deposited in PubChem by National Center for Advancing Translational Sciences (NCATS).
